Assay outcomes deposited in PubChem BioAssay by several laboratories.
sdo1 growth = restores growth of sdo1-depleted yeast | S. cerevisiae sdo1-depleted JHY4D growth rescue, OD600 30 h; stronger effect = higher value; pdr5 snq2 efflux-pump mutant strain | 0.21% of 140,000 active | z-score at 10 µM | AID 817;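 active = z-score above 3 at both the 24 hr and the 30 hr optical density reads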;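 note: z-score against mean and SD of all compound wells on the same plate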
Insulin prom inh = TRM-6 insulin promoter activity inhibition. inhibition, % at 2 µM. AID 1273. TRM-6 cells (human fetal islet line), insulin promoter-eGFP reporter, imaging; reporter expression induced with tamoxifen. 0.9% of 130,000 active;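 active = inhibition above the mean plus 3 SD, with well images judged a real hit on visual review, cut at about 60% in these data, passing the limit was not always enough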
sdo1 growth Rescue 24 h = also measured in sdo1 growth; calls as there; z-score; S. cerevisiae sdo1-depleted JHY4D growth rescue, OD600; measured here: growth rescue at 24 h;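 0 is the plate mean of compound wells and units are plate SD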
Starred values were filed as active, the others as inactive; . = no result given.

Every second line gives: sdo1 growth, sdo1 growth Rescue 24 h, Insulin prom inh
> CC1=NNC(=O)C1CCC(=O)N/N=C/c1ccco1 (stereo not given)
 : ., ., -7
> Cn1c(Cc2csc(N)n2)nnc1SC/C=C/c1ccccc1
 : 0.86, 0.21, -200
> Cc1ccc(N=C2CSC(=O)N2)cc1
 : ., ., 0
> CCOC(=S)SCc1cn2cccc(C)c2n1
 : ., ., -33
> Cn1nnc(NC(=S)NC(=O)c2cccs2)n1
 : 0.92, 0.96, -11
> COC(=O)c1sc(NC(=S)NC(=O)c2ccccc2Cl)nc1C
 : -0.56, -1.1, 25
> CCN1CCN(CC(=O)c2cc(Cl)ccc2Cl)CC1
 : ., ., 15
> Cc1cc(C)n2nc(C(=O)Nc3ccc(N4CCOCC4)cc3)nc2n1
 : -0.3, -0.61, -59
> Cc1c(C)c2cc(Cl)c(O)c(CN3CCN(C)CC3)c2oc1=O
 : 0.27, -0.24, 38
> CCOC(=O)C1CCN(S(=O)(=O)c2ccc(-n3cnnn3)c(C)c2)CC1
 : 0.37, -0.02, -40

4 compounds out of the list above, sorted by the value under sdo1 growth Rescue 24 h, largest number first.
Every second line gives: sdo1 growth, sdo1 growth Rescue 24 h, Insulin prom inh
> CCOC(=O)C1CCN(S(=O)(=O)c2ccc(-n3cnnn3)c(C)c2)CC1
 : 0.37, -0.02, -40
> Cc1c(C)c2cc(Cl)c(O)c(CN3CCN(C)CC3)c2oc1=O
 : 0.27, -0.24, 38
> Cc1cc(C)n2nc(C(=O)Nc3ccc(N4CCOCC4)cc3)nc2n1
 : -0.3, -0.61, -59
> COC(=O)c1sc(NC(=S)NC(=O)c2ccccc2Cl)nc1C
 : -0.56, -1.1, 25

(cont.)
Every second line gives: sdo1 growth, sdo1 growth Rescue 24 h, Insulin prom inh
> Cc1ccc(OCCn2cnc(Cl)c2Cl)cc1
 : ., ., -53
> O=C(c1ccccc1)N1CCN(S(=O)(=O)N2CCOCC2)CC1
 : ., ., -47
> Cc1sc(NC(=O)CSc2nc(N)n(CC(=O)c3ccccc3)n2)c(C#N)c1C
 : -1.7, -1.3, 8
> Cn1nc(CC(=O)N2CCN(c3ccccc3)CC2)c2ccccc2c1=O
 : -0.86, -1.4, 17
> C=CCCC(=O)Nc1nc(C)c(-c2csc(Nc3ccc(Cl)cc3)n2)s1
 : -3, -2.5, 41
> Cn1c(=O)c2ncn(CC(=O)Nc3cccc(-c4nc5ccccc5s4)c3)c2n(C)c1=O
 : -1.5, -1.4, 15
> COc1ccc(S(=O)(=O)N2CCN(c3ccc4nnc(-c5ccc(F)cc5)n4n3)CC2)cc1
 : -0.66, -0.63, .
> O=c1c([N+](=O)[O-])cc(C(F)(F)F)cn1Cc1c(Cl)cccc1Cl
 : -0.04, -0.79, 11
> Cc1ccc(NC2=NCC(=O)N2CCc2ccccc2)cc1C
 : -0.37, -0.05, -31
> Clc1ccccc1CSc1nc2ccncc2[nH]1
 : -0.79, 0.68, .
> O=C(N/N=C/c1ccccc1)c1ccc(N2CCOCC2)c([N+](=O)[O-])c1
 : -0.51, -0.51, -42
> CC1CC(C)CN(C(=O)COC(=O)c2cccc([N+](=O)[O-])c2)C1 (stereo not given)
 : ., ., 57
> O=C(NC1CCCC1)c1cc(Cl)ccc1[N+](=O)[O-]
 : 0.11, -0.17, 38
> CCCCNC(=O)C1CCN(S(=O)(=O)c2c(C)noc2/C=C\c2ccc(OC)cc2)CC1
 : -1.1, -0.64, .
> CSc1cccc(NC(=O)C2CCN(S(=O)(=O)c3ccc(F)cc3)CC2)c1
 : -1.4, -1.1, 5
> CCOC(=O)N1CCN(C(=O)Cn2ccc3ccccc3c2=O)CC1
 : -0.31, -0.9, .
> Cn1c(=O)[nH]c(=O)c2c1nc(CN1CCN(c3cccc(Cl)c3)CC1)n2CCc1ccccc1
 : -0.87, -0.44, -138
> O=C(CCCn1c(=O)c2ccccc2n(Cc2ccccc2)c1=O)NCc1ccco1
 : -0.97, -0.99, -7
> Cc1cc(C)nc(SCC(=O)NN)n1
 : ., ., 47
> O=C(O)CCc1nn2c3ccccc3nc2n(CCN2CCCCC2)c1=O
 : 1.1, 0.79, 18
> COc1ccc(NC(=O)c2ccc(-n3c(C)ccc3C)cc2)c(OC)c1
 : ., ., -79
> S=c1[nH]nc(CCc2ccccc2)n1Cc1ccccc1
 : -0.95, -0.94, .
> CCC(=O)OCC(=O)Nc1cc([N+](=O)[O-])ccc1OC
 : ., ., 12
> CC(C)c1ccc(NC(=S)NC2CCN(Cc3ccccc3)CC2)cc1
 : -1.2, 0.05, -3
> CCc1c(C)nc2cc(-c3ccc(OC)c(OC)c3)nn2c1NCC1CC1
 : -1.4, -1.4, .
> O=C(O)c1n[nH]c2ccccc12
 : 0.57, 0.12, .
> COc1ccc(/C=C(/C#N)C(=O)Nc2ccc(C)cc2C)cc1C(=O)O
 : 0.68, -0.15, 15
> Cc1ccc(Oc2cc([N+](=O)[O-])cc3c2C(=O)Nc2ccccc2O3)cc1
 : -0.76, -0.41, 33
> O=[N+]([O-])c1ccc(N2CCOCC2)c(S(=O)(=O)N2CCOCC2)c1
 : ., ., 27
> CCOC(=O)Cc1c(C)nc2cc(-c3ccc(C)cc3)[nH]n2c1=O
 : 0.37, -0.36, 62
> CC(=O)Nc1ccc(-c2csc(Nc3ccc(Cl)cn3)n2)cc1
 : ., ., 45
> CCCn1nnc(NC(=O)c2cccc(OCC)c2)n1
 : -0.13, -0.59, -237
> O=C1CC(N2CCC(c3nc4ccccc4s3)CC2)C(=O)N1 (stereo not given)
 : 0.53, -0.24, -20
> COc1cccc(C2C=C(c3ccc(Br)s3)Nc3ncnn32)c1OC (stereo not given)
 : -1.2, 0.32, .
> Cc1cccn2cc(COc3ccc(-c4ccccc4)cc3)nc12
 : ., ., 45
> O=C(OCC(=O)N1CCN(C(=O)c2ccco2)CC1)c1cc(-c2ccco2)nc2ccccc12
 : -0.49, 0.16, 31
> COc1ccccc1-c1noc(-c2cccs2)n1
 : -1.1, -0.91, -36
> CCOC(=O)c1c(NC(=O)CSc2nnnn2-c2ccc(OC)cc2)sc(C)c1C
 : -1.3, -0.37, 7
> C=CCn1c(SCC(=O)Nc2ccc3c(c2)OCO3)nnc1-c1ccccc1
 : -0.8, -0.69, -86
> NC(=O)C1CCN(Cc2nc(-c3ccccc3)no2)CC1
 : 2.1, 1.6, -31
> CCCCCCNCCn1cnc2c(N)ncnc21
 : 1.1, 0.77, 8
> CCOc1ccc2nc(NC(=O)CSc3nc4ccccc4c(=O)n3Cc3ccco3)sc2c1
 : -2, -1.3, .
> CC(C)(C)NC(=O)c1ccc2nccnc2c1
 : 0.57, 0.49, 9
> O=C(NC(=S)Nc1ccc(S(=O)(=O)N2CCCCC2)cc1)c1ccc(Cl)cc1
 : -0.53, 0.18, 1
> COCC(C)n1c(C)cc(C(=O)CN2C(=O)NC(Cc3c[nH]c4ccccc34)C2=O)c1C (stereo not given)
 : 1, 1, -8
> O=C(COC(=O)c1ccc(S(=O)(=O)NCc2ccco2)cc1)NC1CCCCCC1
 : 0.14, 0.19, 24
> OC(COCC1COc2ccccc2O1)CN1CCN(c2ccccc2F)CC1 (stereo not given)
 : -0.16, -0.97, -34
> CCCn1c(C)nc2c(c1=O)c1nc3ccccc3nc1n2CCC1=CCCCC1
 : -1.1, -0.01, -11
> CC(C)NC(=O)CC(=O)N/N=C/c1cccs1
 : ., ., 19
> COC(=O)C(NC(=O)c1ccccc1)(Nc1nccs1)C(F)(F)F (stereo not given)
 : 0.73, 0.13, .

Further entries
Compound	sdo1 growth	sdo1 growth Rescue 24 h	Insulin prom inh
CC(C)(C)c1ccc(OCc2nc(-c3ccccn3)no2)c(Br)c1	-0.03	-0.15	22
c1cnc(SCCOc2cccc3ccccc23)nc1	-1	-0.41	3
Cc1cc(C(=O)Nc2sc3c(c2C#N)CCC3)no1	-0.53	-0.5	37
O=C1Nc2ccc(Br)cc2C1(O)Cc1ccncc1 (stereo not given)	-0.21	-0.56	57
S=C(N/N=C/c1ccccc1Cl)Nc1ccccc1	-0.64	-0.04	43
NS(=O)(=O)c1cccc(NC(=O)COC(=O)COc2ccc3ccccc3c2)c1	.	.	20
CC(C)CNC(=O)CN(C1CCCCC1)S(=O)(=O)c1ccccc1	-0.93	-0.9	.
Cc1ccc(C(=O)N/N=C\c2ccc(Br)o2)o1	0.62	-0.45	.
COc1ccc(NC(=O)c2cc3nc(-c4ccccc4)cc(C)n3n2)cc1OC	.	.	-25
Cc1coc2cc3oc(=O)c4c(c3cc12)CCCC4	-0.75	0.45	56
CCOC(=O)C1CCN(C(=O)CNC(=O)OC(C)(C)C)CC1	1.2	1.1	-42
CC12CCC(C(N)=O)(c3nc4ccccc4nc31)C2(C)C (stereo not given)	0.83	0.62	26
O=C(NCCN1CCOCC1)C12CC3CC(C1)CC(c1ccccc1)(C3)C2	.	.	6
COC(=O)COc1cccc(NS(=O)(=O)c2ccc(NC(C)=O)cc2)c1	0.99	0.92	-118
COCCNCC(=O)Nc1ccc(OC(F)(F)F)cc1	.	.	42

The closing 6 entries of the part above are carried over, then new ones follow.
Compound	sdo1 growth	sdo1 growth Rescue 24 h	Insulin prom inh
Cc1coc2cc3oc(=O)c4c(c3cc12)CCCC4	-0.75	0.45	56
CCOC(=O)C1CCN(C(=O)CNC(=O)OC(C)(C)C)CC1	1.2	1.1	-42
CC12CCC(C(N)=O)(c3nc4ccccc4nc31)C2(C)C (stereo not given)	0.83	0.62	26
O=C(NCCN1CCOCC1)C12CC3CC(C1)CC(c1ccccc1)(C3)C2	.	.	6
COC(=O)COc1cccc(NS(=O)(=O)c2ccc(NC(C)=O)cc2)c1	0.99	0.92	-118
COCCNCC(=O)Nc1ccc(OC(F)(F)F)cc1	.	.	42
CCCN(CC1CC1)C(=O)Nc1ccccc1C	-0.35	0.17	15
CCCOC(=O)/C(C(N)=NCc1ccccc1)=C(\O)OCCC	0.28	0.77	25
CNS(=O)(=O)c1cccc(C(=O)OCC(=O)N2c3ccccc3CC2C)c1 (stereo not given)	0.09	-0.38	-50
COC(=O)c1cc2occc2n1CC(=O)N(C)C1CCCCC1	0.6	0.27	.
Cc1ccc(CS(=O)(=O)CCC(=O)NCCN2CCCC2)cc1	-0.18	-0.18	-47
CSc1nc2ccc(NC(=O)C3CC(=O)N(Cc4ccccc4)C3)cc2s1 (stereo not given)	-0.66	-0.25	0
Cc1ccnc(N2CCC(C(=O)NCc3ccccc3F)CC2)n1	.	.	-25
C#CCOCCOCCOCCNc1nc(N2CCN(C(=O)[C@H]([C@@H](C)O)n3cc(CCCCN)nn3)CC2)nc(N2CCN(C(=O)[C@H](C)n3cc(CCCN=C(N)N)nn3)CC2)n1	-0.96	-1.5	0
O=C(CSc1ccc(Cl)cc1)N1CCC(c2nc3ccccc3s2)CC1	-2.4	-1.8	5
COc1ccc(OCCSc2nnc3c(Cl)cc(Cl)cn23)cc1	-0.21	-0.34	-59
O=C(Nc1cccc2ccccc12)/C(Cl)=C/c1ccccc1	-0.85	-0.5	4
CC(OC(=O)Cn1c(C(F)(F)F)nc2ccccc21)C(N)=O (stereo not given)	1.6	1	-9
Cc1ccc(S(=O)(=O)N2CCN(C(=O)N(C)C)CC2)cc1	.	.	-33
CCSc1cc(C)nc2c(-c3ccccc3)c(C)nn12	-1.1	-1.6	60
C=CCNc1sc(C(=O)c2ccccc2)c(N)c1-c1nc2ccccc2s1	-0.64	-0.47	-2
COc1cccc2cc(C(C)N(CCCN3CCOCC3)C(=S)Nc3c(C)cccc3C)oc12 (stereo not given)	.	.	-100
O=C(COc1ccc(Cl)cc1)NCc1nnc(SCC(=O)c2ccccc2)o1	0.85	1.7	-64
Cc1ccc(-n2c(SCC(=O)N3c4ccccc4Sc4ccccc43)nnc2-c2ccncc2)cc1	0.34	0.34	.
O=C(O)c1ccc2nc(-c3ccco3)c(-c3ccco3)nc2c1	.	.	47
CSc1ccc(C(=O)C2CCCN(S(=O)(=O)c3c(C)noc3C)C2)cc1 (stereo not given)	.	.	30
Cc1ccccc1-n1c(=O)c2ccccc2n(CC(=O)NCc2ccco2)c1=O	.	.	-8
CC(C)COc1ccccc1C(=O)NC(CO)C(=O)O (stereo not given)	1.5	1.2	43
CC1(C)CC(NS(=O)(=O)c2ccc(S(=O)(=O)N3CCOCC3)cc2)CCO1 (stereo not given)	0.87	0.32	.
COc1cnc(-c2ccccn2)nc1Sc1ccc(F)cc1	.	.	53
Clc1ccc(CNCc2cccs2)c(Cl)c1	1.7	1.5	20
Cc1nn(C)cc1/C=C/C(=O)c1ccc(O)cc1	-0.11	-0.33	-81
CCC1(COC(NC(=O)c2cccnc2)(C(F)(F)F)C(F)(F)F)COC1	-0.22	-0.91	-7
O=C(Cn1nnc(-c2cccs2)n1)N1c2ccccc2Sc2ccc(C(F)(F)F)cc21	-0.94	0.41	80*
Cc1cccc(NC(=O)CC2NC3CCCCC3NC2=O)c1 (stereo not given)	0.2	-0.75	.
Cc1ccc(NC(=O)C(C)c2ccc(-c3ccccc3)c(F)c2)c(C)c1 (stereo not given)	0.68	0.89	-13
CCNC(=S)N/N=C/c1ccc(C#N)cc1	.	.	-57
Cc1cccc(C)c1NC(=O)CSc1nnnn1-c1ccc(C(=O)O)cc1	0.11	-0.02	-44
COc1ccccc1NC(=O)CSc1nc(O)cc(=O)n1C	0.21	0.24	-281
CCOCCCNC(=O)Cc1c(C(=O)O)[nH]c2ccc(Cl)cc12	0.06	-0.12	.
O=C(Cn1cc2c(n1)CCCC2)Nc1ccccc1Br	-0.48	1.5	.
